Cardio protect = cardioprotection against H2O2-induced cell death, primary screen, uHTS, H9c2 cells, ATPLite luminescence. protection from H2O2 cell death, % at 20 µM. H9c2 cardiomyocytes, H2O2 injury protection, 2 h. actives 0.63% (n = 360,000). AID 588492, 2011;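 active = compounds giving at least 50% protection of heart cells from peroxide-induced death in the single-dose screen, raw or plate-pattern-corrected value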;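 also: 0% = DMSO wells with peroxide and 100% = DMSO wells without peroxide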
MC4R antag cAMP = MC4R antagonists of cAMP signaling, primary screen, cell-based, TR-FRET, antagonist arm of biased-ligand search | Melanocortin receptor 4 (Homo sapiens), P32245 | MC4R-expressing cells, MTII-stimulated cAMP, LANCE TR-FRET | inhibition, % at 6.5 µM | actives 0.48% (n = 360,000);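 active = inhibition above its plate's cutoff, the mean of tested wells on that plate plus 3 SD, cut at about 29% in these data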;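 also: 0% = Melanotan II alone and 100% = Melanotan II plus saturating MCL0020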
Target sequence (P32245 whole entry, looked up): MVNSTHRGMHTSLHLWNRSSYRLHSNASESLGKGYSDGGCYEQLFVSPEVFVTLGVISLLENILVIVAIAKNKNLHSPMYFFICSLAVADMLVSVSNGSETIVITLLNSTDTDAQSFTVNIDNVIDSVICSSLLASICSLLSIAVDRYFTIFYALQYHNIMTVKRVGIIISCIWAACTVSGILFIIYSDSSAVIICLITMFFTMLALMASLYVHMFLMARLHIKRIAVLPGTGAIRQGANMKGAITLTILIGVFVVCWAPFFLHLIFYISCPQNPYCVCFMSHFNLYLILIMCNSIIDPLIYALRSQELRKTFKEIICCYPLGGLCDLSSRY
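material = U2OS cells stably expressing human melanocortin 4 receptor (MC4R) | also added = Melanotan II challenge | dosing = single nominal compound dose of 6.5 µM | detection = TR-FRET with Eu-cAMP and labeled anti-cAMP, 671 nm | replication = singlicate | timing = compound 30 min, challenge 1 h, detection 1 h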
PDI inh = inhibitors of human PDI, primary screen, biochemical, turbidity, single point, plate reader. PDI insulin aggregation turbidity, A650, 90 min. inhibition, % at 10 µM. actives 0.052% (n = 350,000);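 active = mean inhibition across replicates of 30% or more, whatever share of single replicates reach that level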;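 also: absorbance from insulin aggregation driven by PDI reduction with DTT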
MC4R barr agon = MC4R agonists recruiting beta-arrestin, primary screen, cell-based, luminescence, agonist arm of biased-ligand search. Melanocortin receptor 4 (Homo sapiens), P32245. activation, % at 8.9 µM. U2OS MC4R beta-arrestin complementation; percent of melanotan II response, DMSO zero. AID 540308, 2011. actives 0.98% (n = 360,000);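 active = activation above a per-plate cutoff, the mean activation of sample wells on that plate plus 3 SD, cut at about 8% in these data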
aDG glyco act = activators of alpha-DG glycosylation, primary screen, uHTS, Pro5-aDG cells, AlphaScreen | alpha-DG glycosylation AlphaScreen (IIH6); 0% Pro5, 100% B10-LARGE cell signal | activation, % at 10 µM | actives 0.22% (n = 360,000);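 active = activation of at least 8% versus controls, or a plate z-score of at least 8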;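 also: Pro5 are CHO cells carrying HIG-tagged alpha-DG that lacks glycosylation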
CaV13 FRET inh = Disruptors of the CACNA1D IQ motif to Ca2+-dependent inactivation inhibitor domain association, primary screening, Förster resonance energy transfer in intact living …; inhibition, % at 12.3 µM; actives 0.098% (n = 340,000); HEK cells, CFP/YFP FRET ICDI-IQ, plate reader, 10 min; percent FRET-ratio fall versus neutral wells;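 active = mean replicate inhibition of at least 30% and at least 1% of replicates passing that level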;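 also: 0% = median of the neutral control wells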
HTR2A ag = mouse Htr2a agonists via beta-arrestin recruitment, primary screen, cell-based, luminescence; 5-hydroxytryptamine receptor 2A (Mus musculus), P35363; CHO-K1 mHTR2A beta-arrestin complementation; percent of 30 µM serotonin response; activation, % at 7.6 µM; actives 0.66% (n = 360,000);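 active = activation above a run cutoff, the mean activation of all tested compounds plus 3 SD, cut at about 14% in these data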;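 also: 0% = plate median of compound wells and 100% = 30 µM serotonin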
Target sequence (P35363 whole entry, looked up): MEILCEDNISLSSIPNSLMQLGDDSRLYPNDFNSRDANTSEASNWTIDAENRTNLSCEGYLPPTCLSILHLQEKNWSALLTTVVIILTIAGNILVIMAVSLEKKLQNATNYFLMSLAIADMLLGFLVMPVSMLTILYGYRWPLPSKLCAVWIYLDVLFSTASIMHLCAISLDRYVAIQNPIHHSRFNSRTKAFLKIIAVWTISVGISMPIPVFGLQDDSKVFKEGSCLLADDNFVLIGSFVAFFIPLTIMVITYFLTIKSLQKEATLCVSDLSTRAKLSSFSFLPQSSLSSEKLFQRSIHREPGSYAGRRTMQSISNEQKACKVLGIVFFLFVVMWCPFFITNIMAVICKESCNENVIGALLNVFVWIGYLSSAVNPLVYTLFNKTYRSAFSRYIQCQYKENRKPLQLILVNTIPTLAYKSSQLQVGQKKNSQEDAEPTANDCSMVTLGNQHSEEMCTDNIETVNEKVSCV
N-glyco inh = increase of ERlucT glycosylation luciferase signal, primary screen, N-linked glycosylation inhibitor project, D54 ERlucT cells, luminescence, set 2; D54 ERlucT glycosylation luciferase reporter, 24 h; percent of 100 nM tunicamycin response; reporter increase, % at 12.5 µM; actives 0.23% (n = 360,000); AID 588692, 2011;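 active = mean luciferase reporter signal, scaled so untreated is 0 and the glycosylation-blocking control 100, at or above a set limit in every replicate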;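 also: luciferase carries N-glycosylation sites so blocking glycosylation raises the light; 0% = median of neutral control wells and 100% = median of 100 nM tunicamycin wells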
Vif inh = HIV Vif self-association inhibitors, primary screen, imaging, HEK293T, single point. HEK293T cells, Vif self-association by quenched fluorescence, 24 h. inhibition, % at 7.49 µM. actives 0.35% (n = 340,000). AID 602346, 2012; in the data active = inhibition above about 50%, passing the limit was not always enough; also: some results filed as inactive read as strong as hits
ABCB6 inh MLPCN = ABCB6 transporter inhibitors, primary screen, K562-ABCB6 cells, flow cytometry, MLPCN library | K562-ABCB6 porphyrin accumulation, 1 h; hits give low values | fluorescence ratio to DMSO, % at 10 µM | actives 0.19% (n = 360,000);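 active = fluorescence ratio to DMSO below 75%, the collection mean minus 3 SD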;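 also: signal is porphyrin accumulated inside mitochondria; 100% equals median channel fluorescence of DMSO control wells; lower ratio means ABCB6 inhibition with less porphyrin fluorescence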
Starred values were filed as active, the others as inactive; · = not tested or not shown.

canonical_smiles	Cardio protect	MC4R antag cAMP	PDI inh	MC4R barr agon	aDG glyco act	CaV13 FRET inh	HTR2A ag	N-glyco inh	Vif inh	ABCB6 inh MLPCN
CCOc1ccc(Nc2nc(N)nc(CN(C)C3CCCCC3)n2)cc1	4.4	8.2	-0.9	-1.5	0.2	-5.4	-1.0	-0.5	2.8	98.0
CC(C)(Cc1ccccc1)/[N+]([O-])=C\c1ccc(C(F)(F)F)cc1	-4.5	5.8	1.0	-2.2	0.2	-11.0	-0.4	-0.6	-4.1	97.0
Cc1cc2cc(CNC(=O)c3ccc(S(=O)(=O)N4CCCC4)cc3)ccc2n1C	8.4	6.4	·	-0.6	0.0	-5.3	-3.3	-2.0	-5.6	94.0
O=C(c1ccco1)N1CCN(C(=O)c2cc(=O)[nH]c3ccccc23)CC1	0.1	4.7	-4.5	-1.0	-0.1	-5.6	0.4	0.1	-4.7	98.0
CC1CC(C)CN(Cc2nc(N)nc(Nc3ccc4ccccc4c3)n2)C1 (configuration not stated)	1.1	3.8	12.5	-1.3	0.6	·	-11.9	10.4	·	90.0
CCOc1ccc(CCNC(=O)COC(=O)c2ccc(C)c(S(=O)(=O)N3CCOCC3)c2)cc1OCC	-3.5	7.5	7.4	2.0	-0.2	-5.6	6.8	1.0	·	101.0
CCOC(=O)[C@]12CCCC=C1N(Cc1ccc3c(c1)OCO3)C(=O)[C@H](CC(=O)N1CCSCC1)C2	·	·	·	·	-0.1	-3.0	3.4	·	·	100.0
CC/C(=N\NC(=O)CSCc1ccccc1Br)c1ccc2c(c1)OCCO2	-13.5	4.6	-4.8	2.2	0.2	-4.5	-3.6	4.7	0.3	92.0
CC(C)CCC(=O)Nc1cc(S(=O)(=O)N2CCOCC2)ccc1N1CCCC1	6.0	-9.1	-2.3	-0.1	-0.1	-5.9	-0.5	1.0	-7.5	105.0
O=C(O)C(NC(=O)c1ccccc1)=C(Cl)Cl	0.7	0.4	2.4	-0.7	0.0	-4.5	2.6	3.3	9.9	97.0
OC(COCCC12CC3CC(CC(C3)C1)C2)CN1CCCC1 (configuration not stated)	3.9	-9.6	-1.1	-1.4	2.5	-2.3	-0.9	-2.4	2.3	100.0
CC(C)NC(=O)N(C)C[C@H]1Oc2c(NC(=O)Nc3ccc4c(c3)OCO4)cccc2C(=O)N([C@H](C)CO)C[C@@H]1C	1.4	7.3	-17.2	-1.4	-0.1	-8.2	-2.1	-3.5	7.1	98.0
CC(C)Oc1c(N2CCOCC2)c(=O)c1=O	1.5	11.8	-6.5	4.5	-0.1	-10.9	1.8	0.5	10.4	103.0
CS(=O)(=O)c1ccc(Cl)c(NC(=O)C2CC(=O)N(Cc3ccco3)C2)c1 (configuration not stated)	-3.2	16.7	2.1	-3.4	-0.4	-2.3	-6.0	0.1	-2.2	99.0
O=C(CN1C(=O)c2ccccc2C1=O)Nc1ccccc1C(=O)NC1CCCCCC1	4.8	-2.1	3.7	2.8	-0.2	·	-1.3	0.7	3.4	92.0
COc1ccc(-c2cc(=O)oc3cc(OCC(=O)NCc4ccccn4)ccc23)cc1	-0.5	3.2	·	-1.1	-0.3	·	-0.1	-2.6	12.6	98.0
O=C(Cc1cccs1)Nc1nnc(Cc2ccccc2)s1	-8.0	1.5	-0.7	-1.9	0.1	·	-6.7	-0.9	0.8	88.0
Cc1ccc(CCNC(=O)C2CCC(CNc3c(N4CCCC4)c(=O)c3=O)CC2)cc1 (configuration not stated)	0.7	7.1	-6.8	-2.6	-0.2	-8.9	-1.0	4.2	4.1	96.0
Cc1ccc2[nH]cc(CCNC(=O)c3cccnc3)c2c1	-2.7	6.8	0.7	-0.7	0.4	-9.1	-4.8	0.5	21.3	98.0
COc1ccc(-c2[nH]c(-c3ccccc3)nc2SCC(=O)NC2CCCC2)cc1	-7.6	1.6	·	1.3	-0.2	-4.0	-0.1	-2.5	-2.2	98.0
CCOc1ccc(-c2ncncc2-c2ccc(OC)c(OC)c2)c(O)c1	18.1	1.3	-4.0	-0.8	-0.1	-3.9	4.7	-0.6	-0.8	98.0
Cc1ccccc1-c1nc(CS(=O)CC(=O)NCc2ccccc2)c(C)o1 (configuration not stated)	-6.6	1.9	·	0.8	0.0	-5.8	-1.8	-0.8	0.3	96.0
O=C(CC(C(=O)c1ccccc1)c1ccccc1)c1ccccc1 (configuration not stated)	55.5*	15.4	9.4	4.1	-0.2	-6.3	0.0	-2.9	6.5	91.0
O=C(Oc1ccccc1C(=O)Oc1ccccc1)c1ccco1	-2.5	-1.9	-1.1	0.4	-0.1	-6.9	8.0	-2.4	·	91.0

Look-ups from the entries so far.
Entry for O=C(Cc1cccs1)Nc1nnc(Cc2ccccc2)s1 in aDG glyco act: 0.1
Entry for Cc1ccc(CCNC(=O)C2CCC(CNc3c(N4CCCC4)c(=O)c3=O)CC2)cc1 (configuration not stated) in aDG glyco act: -0.2

Remaining list, next part
canonical_smiles	Cardio protect	MC4R antag cAMP	PDI inh	MC4R barr agon	aDG glyco act	CaV13 FRET inh	HTR2A ag	N-glyco inh	Vif inh	ABCB6 inh MLPCN
Cc1c(CCC(=O)N[C@@H](C)C(=O)O)c(=O)oc2c(C)c3oc4c(c3cc12)CCCC4	-2.0	-3.6	6.6	-0.8	-0.1	-2.4	1.0	0.2	3.9	99.0
O=C(/C=C/c1ccccc1)Nc1nnc(SCC(=O)c2ccc3ccccc3c2)s1	-1.0	-7.1	-3.9	-0.5	0.3	-3.4	1.2	-0.5	3.3	92.0
Cc1ccccc1NC(=O)COc1ccccc1C	0.9	13.9	0.5	0.0	0.0	-6.5	-1.3	-1.1	17.6	91.0
Cc1cccc(C(=O)N2CCN(c3ccc([N+](=O)[O-])c(NCc4ccco4)c3)CC2)c1	13.5	-5.6	2.2	-2.9	0.8	·	3.2	-1.7	-7.7	100.0
Cc1cc(Cl)c(S(=O)(=O)N2CCCC2)cc1OCC(N)=O	-2.6	-5.7	-1.2	3.3	0.0	-4.3	3.7	-0.8	1.0	99.0
Cc1ccc(O/C=C2\OC(=O)c3ccccc32)cc1	-8.8	1.8	12.9	5.8	-0.1	-4.0	2.1	-0.9	6.2	97.0
COc1ccc(-n2c(C)cc(/C=C/c3nc(O)c([N+](=O)[O-])c(=O)[nH]3)c2C)cc1	-3.6	-9.7	11.6	-0.6	0.6	-6.0	0.4	2.9	3.7	98.0
CCC(C)(C)n1nnnc1C(c1ccccc1F)N1CCC(C(N)=O)CC1 (configuration not stated)	7.2	4.7	-1.8	-1.5	0.0	0.3	0.9	-2.0	4.7	91.0

Pulled by structure from above, two records:
canonical_smiles	Cardio protect	MC4R antag cAMP	PDI inh	MC4R barr agon	aDG glyco act	CaV13 FRET inh	HTR2A ag	N-glyco inh	Vif inh	ABCB6 inh MLPCN
Cc1cccc(C(=O)N2CCN(c3ccc([N+](=O)[O-])c(NCc4ccco4)c3)CC2)c1	13.5	-5.6	2.2	-2.9	0.8	·	3.2	-1.7	-7.7	100.0
Cc1ccccc1NC(=O)COc1ccccc1C	0.9	13.9	0.5	0.0	0.0	-6.5	-1.3	-1.1	17.6	91.0

The list continues:
canonical_smiles	Cardio protect	MC4R antag cAMP	PDI inh	MC4R barr agon	aDG glyco act	CaV13 FRET inh	HTR2A ag	N-glyco inh	Vif inh	ABCB6 inh MLPCN
COc1ccc(C(C(=O)NC2CCCC2)N(Cc2ccc(F)cc2)C(=O)c2ccn[nH]2)cc1OC (configuration not stated)	0.4	-1.1	2.1	0.5	0.0	-8.1	3.8	0.0	-5.2	93.0
CC1CC(=O)Nc2ccccc2N1C(=O)CSc1ccc2ccccc2n1 (configuration not stated)	-2.2	1.6	-2.0	-0.2	0.1	-11.1	-8.9	-3.2	19.4	93.0
COc1ccc(N2C(=O)c3ccccc3NC2c2ccc(OC)c(Cn3cc([N+](=O)[O-])cn3)c2)cc1 (configuration not stated)	1.6	2.0	-6.9	-0.7	0.0	-3.9	2.0	-6.0	2.8	95.0
N=c1nc2n(cc1F)C1OC(CO)C(O)C1O2 (configuration not stated)	-2.8	-1.8	1.9	-0.9	1.1	-7.5	5.0	-6.7	-11.3	102.0
Cc1ccnc(NS(=O)(=O)c2ccc(NC(=O)/C=C/c3ccccc3)cc2)n1	6.5	17.2	-9.4	2.1	0.0	-4.4	1.7	0.0	15.7	94.0
CCCc1cc(=O)[nH]c(SCC(=O)c2cc(C)n(CC3CCCO3)c2C)n1 (configuration not stated)	-3.4	-3.1	2.8	-0.1	-0.1	-2.4	9.4	0.4	-16.6	87.0
CCC[N+](CC#Cc1ccccc1)(CCC)CC(=O)c1ccc(Cl)cc1	-7.1	9.0	4.1	-1.6	0.2	-4.9	-0.8	3.2	2.8	90.0
COc1cccc(C(=O)Nc2ccc(S(=O)(=O)NCc3ccco3)cc2)c1	-4.4	3.3	1.1	-1.8	1.1	·	-2.5	-1.9	-3.1	99.0
Clc1ncn(CCOc2ccccc2)c1Cl	0.8	5.0	-0.6	-1.2	-0.1	-6.6	-2.7	-0.7	4.0	102.0
COc1cc(OC)c(NC(=O)N2CCOCC2)cc1Cl	0.4	-1.7	3.6	-0.7	0.0	-22.0	-0.8	2.8	4.8	99.0
CCc1ccc(C(=O)Cn2cnc3cc([N+](=O)[O-])ccc3c2=O)cc1	-5.7	22.6	-5.3	2.4	0.2	8.9	3.3	1.3	1.1	98.0
COC(=O)c1[nH]c2ccc(Cl)cc2c1NC(=O)CCN1CCOCC1	-4.9	-1.9	-5.9	-1.0	-0.1	-3.1	-1.1	0.9	-3.2	100.0

Assay outcomes (PubChem BioAssay)
